FLuc act counter – FLuc activators, initial screening, artefact control for FLuc-dependent activation tests, biochemical, ATPlite luminescence | 200,000 tested, under 10 active | activation factor at 10 µM | Luciferin 4-monooxygenase (Photinus pyralis), P08659 | ATPlite luciferase biochemical, 10 min; 0 = ATP-free wells, 1 = DMSO control;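 active = luciferase activation factor, scaled between plate controls, of at least 2 with compound at 10 µM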
Target sequence (P08659 whole entry, looked up): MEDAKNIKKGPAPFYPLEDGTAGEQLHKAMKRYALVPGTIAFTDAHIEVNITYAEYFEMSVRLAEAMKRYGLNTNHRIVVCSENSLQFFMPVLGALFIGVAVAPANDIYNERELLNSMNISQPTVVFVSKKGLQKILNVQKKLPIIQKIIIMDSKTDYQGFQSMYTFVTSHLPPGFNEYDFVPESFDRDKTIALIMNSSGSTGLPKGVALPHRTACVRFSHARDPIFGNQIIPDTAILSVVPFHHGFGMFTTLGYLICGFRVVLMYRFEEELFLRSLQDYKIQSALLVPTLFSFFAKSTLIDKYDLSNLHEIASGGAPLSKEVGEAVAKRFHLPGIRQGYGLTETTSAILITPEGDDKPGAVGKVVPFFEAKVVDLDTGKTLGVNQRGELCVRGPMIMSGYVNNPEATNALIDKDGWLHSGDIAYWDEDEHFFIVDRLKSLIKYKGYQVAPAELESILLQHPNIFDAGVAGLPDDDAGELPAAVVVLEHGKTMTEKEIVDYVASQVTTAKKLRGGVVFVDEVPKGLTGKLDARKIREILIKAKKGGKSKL
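test system = cell-free luciferase reagent | medium = PBS as buffer for the ATP substrate | dosing = test compounds dosed from 2 mM stocks in 100% DMSO | incubation = 10 min at ambient temperature | detection = luminescence measurement of luciferase light output | benchmarks = low control with PBS replacing ATP, high control enzyme plus ATP without compound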
FLuc inh counter – firefly luciferase enzyme inhibitors, primary screen, artefact control for luciferase-based inhibitor screens, biochemical, luminescence, ATPLite. 200,000 compounds, 1.5% hits. 10 min. inhibition, % at 10 µM. AID 1006, 2008;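 active = inhibition above about 50% when tested at 10 µM, limit read from the data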
APP transl inh – inhibitors of APP translation via 5'UTR reporter, primary screen, APP 5'UTR luciferase, SH-SY5Y cells; SH-SY5Y APP 5'UTR-luciferase reporter, luminescence; 190,000 compounds, 0.82% hits; inhibition, % at 2 µM;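 active = inhibition above a set limit, derived from the sample mean plus 3 SD, cut at about 45% in these data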; note: values of inactives mirror those of a sister screen read the other way
TNAP act hi DEA – TNAP activators at high phosphate acceptor level, primary screen, biochemical, luminescence, uHTS | purified TNAP, CDP-star luminescence, 1 M DEA, 30 min; stronger effect = higher value; 0 = EDTA background, 1 = DMSO-only activity | Alkaline phosphatase, tissue-nonspecific isozyme (Homo sapiens), P05186 | activation factor at 20 µM | 200,000 tested, under 10 active;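 active = activation factor at least 2 at 20 µM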
Target sequence (P05186 whole entry, looked up): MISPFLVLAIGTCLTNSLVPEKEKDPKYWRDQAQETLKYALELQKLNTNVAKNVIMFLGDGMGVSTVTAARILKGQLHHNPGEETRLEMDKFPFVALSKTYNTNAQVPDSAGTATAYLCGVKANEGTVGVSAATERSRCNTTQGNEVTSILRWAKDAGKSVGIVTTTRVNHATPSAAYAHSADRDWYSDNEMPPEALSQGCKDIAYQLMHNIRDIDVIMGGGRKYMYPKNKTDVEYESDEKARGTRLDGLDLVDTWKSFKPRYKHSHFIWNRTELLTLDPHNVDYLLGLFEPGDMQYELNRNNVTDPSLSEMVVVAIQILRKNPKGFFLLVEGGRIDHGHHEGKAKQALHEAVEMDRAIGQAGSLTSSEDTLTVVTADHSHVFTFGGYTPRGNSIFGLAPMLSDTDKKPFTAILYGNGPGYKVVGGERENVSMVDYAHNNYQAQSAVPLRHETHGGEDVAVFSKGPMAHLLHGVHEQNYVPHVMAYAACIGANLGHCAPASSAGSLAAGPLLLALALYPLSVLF
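Assay system: human TNAP; Input: enzyme diluted 1/800 final; Reagent: CDP-star luminogenic substrate at 100 µM final; Timing: 30 min, room temperature; Signal: luminescence; Evaluation: TNAP activation factor scaled between EDTA and DMSO control wells.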
bIAP activator – bovine intestinal alkaline phosphatase activators, primary screen, biochemical, bovine IAP, CDP-star luminescence | AID 1016, 2008 | 200,000 compounds, 0.17% hits | purified bovine IAP, 30 min; stronger effect = higher value; fold of DMSO-control signal, blank-subtracted | activation factor at 20 µM;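 active = activation factor of 2 or more at 20 µM, a signal rise over negative controls twice the positive control's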
bIAP inhibitor – bovine intestinal alkaline phosphatase inhibitors, primary screen, selectivity assay for TNAP inhibitor project, biochemical, bovine IAP, CDP-star luminescence; inhibition, % at 20 µM; 190,000 tested, under 10 active; purified bovine IAP, 30 min; alkaline phosphatase, intestinal [Bos taurus];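 active = over 50% inhibition of intestinal alkaline phosphatase at 20 µM in the single-dose screen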
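test system = bovine IAP enzyme | medium = DEA buffer 100 mM, pH 9.8, with MgCl2 1.0 mM, ZnCl2 0.02 mM | detection = luminescence | dosing = single compound dose of 20 µM, 2% DMSO final | incubation = 30 min reaction at room temperature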
TNAP inh hi DEA – human TNAP enzyme inhibitors, primary screen, biochemical, luminescent, high phosphate acceptor level, uHTS; 200,000 compounds, 0.03% hits; Alkaline phosphatase, tissue-nonspecific isozyme (Homo sapiens), P05186; inhibition, % at 20 µM; purified TNAP, CDP-star luminescence, 1 M DEA;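 active = over 50% inhibition of tissue-nonspecific alkaline phosphatase at 20 µM in the single-dose screen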;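 note: plate controls were DMSO wells for no effect and EDTA-quenched wells as full inhibition for full effect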
RAM inhibit – inhibitors of the yeast RAM network, primary screen, dse1pr::URA3 reporter, 5-FOA selection; 190,000 compounds, 1.8% hits; S. cerevisiae dse1pr::URA3 reporter, 5-FOA growth OD615, 2 d; analog-sensitive cbk1-as2 kinase mutant strain; inhibition, % at 50 µM; AID 868, 2007;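 active = inhibition above a set limit, 3 SD over mean compound inhibition, cut at about 8.4% in these data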;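 note: 0% = DMSO-only wells with no growth and 100% = 10 µM 1-NA-PP1 full growth; inhibition rescues growth on 5-FOA so higher OD means more RAM inhibition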
Lmaj promast – Leishmania major promastigote growth inhibition, primary screen | 200,000 compounds, 9% hits | Leishmania major promastigotes, resazurin fluorescence viability | inhibition, % at 10 µM; in the data active = inhibition above about 50%;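 note: promastigotes grown with compound for 44 hours at 28 °C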
TNAP inh no acc – human TNAP enzyme inhibitors, primary screen, biochemical, luminescent, no phosphate acceptor, uHTS; purified TNAP, CDP-star luminescence, 30 min; inhibition, % at 20 µM; 200,000 compounds, 0.26% hits; AID 1012, 2008;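 active = tissue-nonspecific alkaline phosphatase inhibition above about 50% at 20 µM in the single-dose screen, limit read from the data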;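 note: 0% = DMSO negative control and 100% = EDTA positive control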
* = called active by the depositor.

SMILES	FLuc act counter	FLuc inh counter	APP transl inh	TNAP act hi DEA	bIAP activator	bIAP inhibitor	TNAP inh hi DEA	RAM inhibit	Lmaj promast	TNAP inh no acc
O=C(C1CC(=O)N(C2CCCCC2)C1)N1CCc2ccccc21 (stereo not given)	1	-3	-4	1.1	1	-3	-6	-0.2	1	-10
CCOC(=O)CC1C(=O)NCCN1S(=O)(=O)c1ccccc1Cl (stereo not given)	1.1	-8	-4	1	1	-4	-2	0.0	-4	1
C=CCSc1nc(N(CC)CC)c2sccc2n1	1	-3	-12	1	0.9	14	-3	0.7	2	4
Cc1ccc(NS(=O)(=O)c2ccc(NS(=O)(=O)c3cccs3)cc2)cc1	1	-5	-5	1	1	4	-4	0.0	-5	0
Cc1ccc(-c2cn(S(=O)(=O)c3ccc(C)cc3)nc2N)cc1	1	-1	6	1	0.9	14	-2	3.5	10	-3
CN(C)S(=O)(=O)Oc1ccc(C(=O)Nc2cccc(Cl)c2)cc1	0.9	15	-123	1	1	-1	-2	1.9	10	-7
CCc1ccc(N=CC2=C(O)CC(c3ccco3)CC2=O)cc1 (stereo not given)	1	3	0	1	0.9	6	0	2.8	-7	-10
CCOC(=O)N(C)c1ccc(C(O)(C(F)(F)F)C(F)(F)F)cc1	1	-2	2	1	1	0	-1	0.3	100*	-7
C=CCc1c(C)[nH]c(=O)[nH]c1=O	1.1	-6	3	1	1	2	-3	-0.5	1	-1
COC(=O)c1sc(N2C(=O)C(O)=C(C(=O)c3ccc(C)o3)C2c2ccc(F)cc2)nc1C (stereo not given)	1.1	-5	-7	1	1	4	-4	4.0	18	-7
Nc1[nH]nc2nc(N3CCCC3)nc(-c3ccccc3)c12	1	-3	0	1	1.3	-29	-4	-0.7	8	-20
CS(=O)(=O)N(CC(=O)N1CCCCC1)C1CCCCC1	1.1	-5	-9	1	0.9	7	-5	0.8	-4	-7
COc1ccc(OC)c(NC(=O)CN(Cc2ccc(Cl)cc2)S(C)(=O)=O)c1	1.1	-8	11	1	1	4	-5	2.5	90*	-9
COc1cccc(-n2ccnc2SCC(=O)NCc2ccccc2)c1	1	-4	6	1	0.9	7	1	0.7	0	-8
Cc1ccccc1OCC(O)Cn1c(Br)nc2c1c(=O)[nH]c(=O)n2C (stereo not given)	1	0	-7	1	1.1	-7	2	-0.7	-3	-4
CCN(CC)S(=O)(=O)N1CCN(S(=O)(=O)N2CCOCC2)CC1	1	-2	3	1	1.1	-13	-4	-0.1	-6	-10
COC(=O)C(NNc1ccccc1C)(NC(=O)c1ccc(F)cc1)C(F)(F)F (stereo not given)	1	-3	-18	1	0.9	7	-2	4.7	1	-5
CCOC(=O)CSc1ncc(OC)c(=O)[nH]1	1	-5	-1	1	0.9	14	0	0.0	-6	-14
O=C1/C(=C\c2ccc(O)c(O)c2)C(c2ccccc2)=NN1c1ccccc1	1	-3	-9	0.6	0.7	31	38	8.0	99*	88*
CCCOC(=O)c1ccc(Oc2coc3c(CN(CC)CC)c(O)ccc3c2=O)cc1	1	-3	2	1.1	0.8	15	-6	1.1	-4	-10
O=S(=O)(Cc1ccccc1)NCC1CCCN(Cc2ccc3nonc3c2)C1 (stereo not given)	1.1	-8	7	1	1	-3	-2	-0.8	93*	-4
Fc1cccc(Cl)c1/C=N/Nc1c(Cl)cncc1Cl	1	-1	-5	1	1	-3	4	4.6	14	-7
CCCC1(C(=O)OCC)NC(c2ccc(OC)cc2OC)C2C(=O)N(c3ccccc3)C(=O)C21 (stereo not given)	1	-3	36	1.1	1	-2	-6	1.3	-6	-9
Cc1ccc(N(C(=O)c2ccn[nH]2)C(C(=O)NC2CCCC2)c2cccs2)cc1 (stereo not given)	1	0	14	1.2	1.2	-17	-16	6.2	-2	-265
COc1cc(OC)cc(C(=O)NCCCN2CCN(CCCNC(=O)c3cc(OC)cc(OC)c3)CC2)c1	1	-2	-8	1	1.2	-23	-4	-0.3	15	-12
Cc1ccccc1NC(=O)c1c(C)[nH]c(=S)c(C#N)c1-c1ccco1	1	-3	-8	1	0.9	12	-4	1.1	2	-14
CN(C)CCN=Cc1c(O)n(Cc2ccc3c(c2)OCO3)c(=O)c2ccccc12	1.1	-7	3	1.1	0.9	7	-6	1.6	74*	-13
CN(C)c1ccc(/C=C/C(=O)c2ccc3c(c2)OCCO3)cc1[N+](=O)[O-]	0.9	6	-19	0.8	1	2	17	4.6	92*	8
COCCNC(=O)Cn1nc(C(F)(F)F)c(Br)c1C	1.1	-11	10	1	0.9	13	-3	-0.2	-4	-7
CCOc1cc(N2CCOCC2)c(OCC)cc1NC(=O)c1ccc(C)s1	1	-1	2	1	1	-3	-2	0.6	7	-9
COc1ccc(C(=O)NCc2nnc(SC)n2C2CCCCC2)cc1	1	-4	-8	1	0.9	5	-2	2.4	1	-11
COc1ccccc1Cc1nc2ccccc2n1S(=O)(=O)c1ccc(Cl)cc1	1.1	-6	-4	1	1	0	-1	0.3	75*	11
O=S(=O)(NCC1CCCO1)c1ccc2ccccc2c1 (stereo not given)	1.1	-10	6	1.1	1	0	-5	0.8	-11	0
COCCNC(=O)C1=C(N)C(C(=O)Nc2ccc(C)c(S(=O)(=O)N3CCCCC3)c2)SC1=Nc1ccc(C)cc1C (stereo not given)	1	-1	10	1	1	0	-1	3.9	-9	-15
O=C(NCS(=O)(=O)c1ccccc1)c1ccccc1	1	0	-19	1	0.9	8	-3	0.2	-3	-10
CC[C@@H](C)C(NC(=O)OC(C)(C)C)c1cn([C@@H](CCC(=O)OC(C)(C)C)C(=O)N2CCN(C(=O)OC(C)(C)C)CC2)nn1 (stereo not given in full)	1.1	-7	-12	1.1	1.2	-20	-5	1.1	9	-9
COc1ccc(-c2nc(NC3=NCCCCC3)sc2C)cc1	1	-4	6	1.1	1.3	-31	-6	0.2	22	-9
Cc1ccc(Cn2c(SCC(=O)NCC3CCCO3)nc3c2c(=O)n(C)c(=O)n3C)cc1 (stereo not given)	1	-4	-32	1	1.2	-17	0	0.9	6	2
COc1ccccc1NC(=O)CSc1nnc(C)n1CC1CCCO1 (stereo not given)	1	-3	-11	1	1.2	-17	1	-0.4	-3	3
CC(/C=C\C=C\c1ccccc1)=N\NC(=O)c1cncc(Br)c1	1	-3	-15	1	1	5	-1	0.4	37	3
Cc1ccc(SCCC(=O)NCc2ccco2)cc1	1	1	-19	1	1	1	1	0.5	-5	-5
CCOc1cc(N2CCOCC2)c(OCC)cc1NC(=O)c1cc(C)cc(C)c1	1	2	17	1	1.1	-10	4	6.1	7	2
Cn1c(N)c(C(=O)COC(=O)COc2ccc3ccccc3c2)c(=O)n(C)c1=O	1.1	-7	5	1	1	-2	-1	2.1	3	-4
Cc1ccc(-c2nn(-c3ccccc3)cc2C(=O)O)o1	1	0	-18	1	1.1	-8	3	-0.2	-6	4
CCC(C)(C)NC(=O)C(c1cccnc1)N(C(=O)c1csnn1)c1ccccc1 (stereo not given)	1	4	1	1	1.1	-8	-2	1.6	-1	-3
CCc1nnc(NC(=O)C2CCCO2)s1 (stereo not given)	1	-2	15	1.1	0.9	10	-7	0.5	-2	-6
CN(C)c1ccc(/C=N/N=C2/SC(CC(=O)O)C(=O)N2c2ccc(O)cc2)cc1 (stereo not given)	1	3	-4	1	1	0	-3	1.4	-2	-8
CCOc1ccc(CC(=O)Nc2ccc(S(=O)(=O)Nc3cc(C)on3)cc2)cc1OCC	1	-1	-2	1	1	-2	-1	4.1	-5	-4
COc1ccc(/C=C2/SC(=S)N(CCC(=O)O)C2=O)cc1	0.7	34	50*	1	1	-3	3	4.4	-4	5
COc1ccccc1Oc1nc([N+](=O)[O-])nn1CC(N)=O	1	5	-6	1	1	-2	2	0.1	-5	-2
O=C(O)c1cnn(-c2ccccc2)c1-n1cccc1	1	-5	15	1	1.1	-9	1	0.8	-5	-1
CCOC(=O)N1CCN(CC(=O)Nc2ccc(F)c(F)c2F)CC1	1	-1	7	1	1	-2	-2	-0.5	-1	-2
Brc1ccc(C=Nc2ccc3c(c2)OCCOCCOCCO3)s1	0.8	24	16	1	0.9	7	4	-1.3	-1	-5
CC(=O)c1ccccc1NC(=O)COC(=O)c1ccccc1NC(=O)c1ccccc1	0.9	15	-10	0.9	1	-3	7	2.5	-7	-41
CCCSC1=C(C#N)C(c2ccccc2OCC)CC(=O)N1 (stereo not given)	1	-3	-9	1	0.9	7	0	2.2	6	-7
CCCCCC(=O)Oc1cccc(N2C(=O)C3CCCCC3C2=O)c1 (stereo not given)	1	-4	-1	1.1	1	0	-6	1.9	3	-4
O=C(C[n+]1cnn(CC(=O)c2ccc(Cl)cc2Cl)c1)c1ccc([N+](=O)[O-])cc1	1.1	-6	10	0.9	0.9	8	5	0.6	83*	-7
COc1ccccc1NC1=NC(C)(C)N=C(N)N1	1	-3	9	1	1	5	-1	1.4	-6	-4
CCS(=O)(=O)N1CCC(C(=O)N2CCN(Cc3ccccc3)CC2)CC1	1.1	-7	8	1	0.9	12	-4	4.2	0	-13
C[C@]12C=CC(=O)C=C1CCC1C3CC[C@](O)(C(=O)CO)[C@@]3(C)CC3OC312 (stereo not given in full)	1	2	3	1	1.1	-6	3	1.1	-6	-1
CCN1CCN(C(c2ccccc2OC)c2nnnn2C2CCCCC2)CC1 (stereo not given)	1	-4	15	1	1.2	-17	-1	1.1	10	-8
Cc1ccc(-c2nc3ccccc3nc2Cl)cc1	1.1	-6	-17	1	1	-2	-3	8.4*	2	-6

Full records from above.
`CCOC(=O)N1CCN(CC(=O)Nc2ccc(F)c(F)c2F)CC1` reads FLuc act counter: 1; FLuc inh counter: -1; APP transl inh: 7; TNAP act hi DEA: 1; bIAP activator: 1; bIAP inhibitor: -2; TNAP inh hi DEA: -2; RAM inhibit: -0.5; Lmaj promast: -1; TNAP inh no acc: -2
`Cc1ccc(-c2nc3ccccc3nc2Cl)cc1` reads FLuc act counter: 1.1; FLuc inh counter: -6; APP transl inh: -17; TNAP act hi DEA: 1; bIAP activator: 1; bIAP inhibitor: -2; TNAP inh hi DEA: -3; RAM inhibit: 8.4*; Lmaj promast: 2; TNAP inh no acc: -6

Compounds as they come, and some 13% of all compounds hit somewhere here.
